# GluA2 TARP mod: modulates AMPAR-stargazin complexes | calls only at 30 µM | AID 1259245 | HEK293 GluA2+stargazin, membrane potential dye (FDSS), glutamate EC50; hits were called plate by plate, in both directions | 40,000 compounds, 3.5% hits;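 active means any of four per-well response measures lying three or more SD from its plate-wide compound average, in either direction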
# Target sequence (O88602 whole entry, looked up): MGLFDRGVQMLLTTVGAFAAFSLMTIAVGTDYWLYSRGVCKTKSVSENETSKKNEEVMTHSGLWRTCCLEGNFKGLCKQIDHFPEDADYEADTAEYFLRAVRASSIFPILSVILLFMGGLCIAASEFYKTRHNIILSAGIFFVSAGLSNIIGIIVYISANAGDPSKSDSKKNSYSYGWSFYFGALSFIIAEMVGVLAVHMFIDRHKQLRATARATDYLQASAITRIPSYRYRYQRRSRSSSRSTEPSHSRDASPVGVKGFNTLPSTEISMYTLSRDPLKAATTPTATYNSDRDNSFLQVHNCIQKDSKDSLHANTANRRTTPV
# Target sequence (P19491 whole entry, looked up): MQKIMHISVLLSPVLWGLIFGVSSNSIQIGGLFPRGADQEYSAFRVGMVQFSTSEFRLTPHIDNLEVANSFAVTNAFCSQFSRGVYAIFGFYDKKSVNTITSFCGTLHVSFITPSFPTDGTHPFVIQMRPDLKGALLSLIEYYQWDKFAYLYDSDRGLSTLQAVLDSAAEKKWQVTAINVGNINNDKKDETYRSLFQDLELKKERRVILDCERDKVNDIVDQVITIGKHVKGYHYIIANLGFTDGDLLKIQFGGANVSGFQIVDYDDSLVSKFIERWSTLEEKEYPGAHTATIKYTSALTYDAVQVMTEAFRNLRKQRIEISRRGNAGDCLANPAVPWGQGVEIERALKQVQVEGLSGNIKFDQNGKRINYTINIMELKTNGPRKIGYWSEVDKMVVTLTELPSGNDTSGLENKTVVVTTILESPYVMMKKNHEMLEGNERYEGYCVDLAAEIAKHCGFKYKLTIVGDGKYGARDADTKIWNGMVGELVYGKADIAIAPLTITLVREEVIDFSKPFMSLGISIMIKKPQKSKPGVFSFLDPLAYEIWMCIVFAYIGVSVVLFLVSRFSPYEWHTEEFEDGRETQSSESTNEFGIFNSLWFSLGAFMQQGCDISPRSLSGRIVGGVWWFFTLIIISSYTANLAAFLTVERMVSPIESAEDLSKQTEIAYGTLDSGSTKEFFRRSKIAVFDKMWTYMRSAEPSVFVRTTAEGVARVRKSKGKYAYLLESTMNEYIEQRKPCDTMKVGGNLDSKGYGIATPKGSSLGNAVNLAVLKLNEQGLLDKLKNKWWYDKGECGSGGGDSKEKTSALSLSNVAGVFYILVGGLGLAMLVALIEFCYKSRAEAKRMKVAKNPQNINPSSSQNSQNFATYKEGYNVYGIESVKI
# GluA2 TARP mod agonism max-min: second read-out of GluA2 TARP mod, no call of its own (marks repeat the call); compound max-min signal; compound-alone response (agonism);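 unitless range of fluorescence divided by baseline over first 100 seconds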
# GluA2 TARP mod glutamate slope: second read-out of GluA2 TARP mod, no call of its own (marks repeat the call); glutamate slope, % of max; measured here: glutamate response slope, % max;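 scaled per plate between vehicle wells and maximal 1 mM glutamate control wells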
# Active calls of the source: *; i = inactive; + = active, no number. Only part of the results is shown; rates above refer to the full screens.
SMILES,GluA2 TARP mod,GluA2 TARP mod agonism max-min,GluA2 TARP mod glutamate slope
CC(=O)N1CCc2ccc(NS(=O)(=O)CCN3C(=O)CCCC3=O)cc21,i,0.11,56
CCOc1ccc(-c2ccc(=O)n(CC(=O)Nc3ccccc3Cl)n2)cc1,i,0.029,58
Cc1cc(C)cc(N2C(=O)N(Cc3ccc(Br)cc3F)C3CS(=O)(=O)CC32)c1 (centres undefined),i,0.038,60
CSc1cccc(NC(=O)Cn2c(=O)n(C3CC3)c(=O)c3nscc32)c1,i,0.11,50
COc1cccc(CNC(=O)C(=O)Nc2ccc3c(c2)OCO3)c1,i,0.043,51
O=C(c1ccc2c(c1)OCO2)N1CCC2(CC1)NC(=O)N(CCOc1ccccc1)C2=O,i,0.042,23
CC(C)c1nnc(C2CCN(C(=O)c3ccc(Br)o3)CC2)o1,i,0.081,49
CCc1nnc(NC(=O)c2cc(C)oc2C)s1,i,0.11,62
O=C(NCC1CCN(c2ccccn2)CC1)C(=O)Nc1ccc(F)c(Cl)c1,i,0.1,64
C=CCn1c(SCc2nc(-c3cc(OC)cc(OC)c3)no2)nc2cc3c(cc2c1=O)OCO3,i,0.094,51
O=C(c1cc2ccccc2o1)N1CCC(CNS(=O)(=O)c2ccc3c(c2)OCCO3)CC1,i,0.088,50
O=c1c2cc3c(cc2nc(SCc2nc(-c4cccs4)no2)n1Cc1ccco1)OCO3,i,0.092,45
CNC(=O)C1Cc2ccccc2N1C(=O)c1ccc(OC)cc1 (centres undefined),i,0.053,44
Cc1cc(NC(=O)c2ccc(Br)o2)n(-c2nc3c(cnn3-c3ccccc3)c(=O)[nH]2)n1,i,0.12,46
Cc1nn(-c2nc3c(c(=O)n(CC(N)=O)c(=O)n3C)n2Cc2ccc(F)cc2)c(C)c1C,i,0.1,64
CCOc1cc(S(=O)(=O)Nc2cccc(C(=O)O)c2)ccc1F,i,0.12,53
O=C(NCc1ccco1)N1CCOCC1,i,0.047,59
Cc1cccc(NC(=O)c2ccc(S(=O)(=O)N3CCCCC3)cc2)c1C,i,0.064,52
CC1CN(C)CCN1CC1CCN(C(=O)c2ccsc2)CC1 (centres undefined),i,0.07,47
COc1ccc(C)cc1NC(=O)C(=O)NCC(c1cccs1)N(C)C (centres undefined),i,0.085,91
NC(=O)c1ccc(NC(=O)c2ccc(=O)n(Cc3cccc(F)c3)c2)cc1,i,0.11,46
COc1ccc(NC(=O)c2cccc(N3C(=O)C(C)CS3(=O)=O)c2)cc1OC (centres undefined),i,0.13,57
Cc1cc(OCC(=O)N2CCN(c3ccc4nnc(C)n4n3)CC2)ccc1Cl,i,0.072,38
CCOc1ccc(Cl)cc1S(=O)(=O)NC(C)C,i,0.078,58
CCOc1ccccc1NC(=O)c1ccc(-c2ccccc2F)o1,i,0.088,57
SMILES,GluA2 TARP mod,GluA2 TARP mod agonism max-min,GluA2 TARP mod glutamate slope
O=S(=O)(N1CCCCCC1)N1CCN(c2ccccc2Cl)CC1,i,0.037,67
COCCNC(=O)C(=O)NCCN1CCC(c2cccs2)CC1,i,0.097,61
Cc1cc(-c2nnc(NC(=O)C3CCCN3S(=O)(=O)c3ccc(F)cc3)o2)nn1C (centres undefined),i,0.065,38
Cc1cc(NC(=O)CN2CCC(c3nnc(-c4ccc(F)cc4)o3)CC2)no1,i,0.091,58
CNC(=O)C1Cc2ccccc2N1C(=O)C1CCCCC1 (centres undefined),i,0.053,47
COc1ccccc1N1CCN(C(CNS(=O)(=O)c2c(C)cc(C)cc2C)c2cccnc2)CC1 (centres undefined),i,0.11,64
COc1ccc(NC(=O)c2ccc(=O)n(Cc3ccccc3C)c2)cc1OC,i,0.089,53
Cc1ccc(C)c(CC(=O)Nc2onc3c2CCCC3)c1,i,0.037,49
CC1(C)C(=O)NCCN1C(=O)Cc1cccs1,i,0.048,65
COc1cc(C)c(S(=O)(=O)N2CCC3(CC2)NC(=O)N(C)C3=O)cc1C,i,0.047,45
Cc1cc(=O)n(CC(=O)Nc2ccc(S(N)(=O)=O)cc2)cn1,i,0.083,58
CCOC(=O)c1ccc(NC(=O)CCCn2nc(-c3ccco3)ccc2=O)cc1,i,0.072,50
COc1ccc(S(=O)(=O)CC(=O)Nc2nnc(-c3cc(OC)c(OC)c(OC)c3)o2)cc1,i,0.027,37
O=C(Cn1nc(-c2ccco2)c2sc(N3CCCCC3)nc2c1=O)OCc1ccccc1,i,0.048,61
Cc1ccc(Nc2ccc(NC(=O)c3c[nH]c4ccccc34)cc2)nn1,i,0.13,51
CC(Oc1ccccc1)C(=O)N1CCC(c2nnc(-c3ccc(F)cc3)o2)CC1 (centres undefined),i,0.12,53
Cc1nnsc1C(=O)N1CCC(CNC(=O)Cn2cnc3c2c(=O)n(C)c(=O)n3C)CC1,i,0.056,26
COc1ccc(NC(=O)Cn2nc(C(=O)Nc3ccccc3)ccc2=O)cc1OC,i,0.03,58
Cc1ccc(-n2nnc3c(=O)n(CC(=O)N4CCOCC4)cnc32)cc1C,i,0.042,46
COc1cccc(CNC(=O)C2CCCN(c3ccc(-n4cccn4)nn3)C2)c1 (centres undefined),i,0.092,60
O=C(CCc1ccccc1)N(CCN1CCOCC1)c1nc2c(F)cccc2s1,i,0.072,48
Cn1c(=O)c2c(nc(NCc3ccccc3)n2CC(O)c2ccccc2)n(C)c1=O (centres undefined),i,0.15,49
CC(C)OCCCNS(=O)(=O)CCNC(=O)c1ccccc1,i,0.063,67
CCC(C)NC(=O)Cn1cnc2c(sc3nc(C)cc(C)c32)c1=O (centres undefined),+,0.24*,66*
Cc1cccc(C)c1NC(=O)CSc1ncnc2sc(C)c(C)c12,i,0.09,41
SMILES,GluA2 TARP mod,GluA2 TARP mod agonism max-min,GluA2 TARP mod glutamate slope
Cc1cc(S(=O)(=O)NCC2(O)CCCC2)c(Cl)cc1Cl,i,0.15,60
O=C(CC12CC3CC(CC(C3)C1)C2)Nc1ccccc1Cl,i,0.047,32
COc1ccccc1OCC(O)CN1CCN(c2ccc(F)cc2)CC1 (centres undefined),i,0.1,49
COc1ccccc1N1CCN(C(c2cccs2)C(C)NS(=O)(=O)c2ccc(F)cc2)CC1 (centres undefined),i,0.13,58
CCN(CC)C(=O)Cn1nc2n(c(=O)c1=O)CCN2c1ccc(OC)cc1,i,0.054,41
COCCN1CCC(CNS(=O)(=O)c2cc(Cl)ccc2OC)CC1,i,0.064,55
COCCNC(=O)Nc1ccc(CC(=O)N(C)C)cc1,i,0.075,67
Cc1noc(C)c1CN1CCN(S(=O)(=O)c2ccccc2)CC1,i,0.073,70
O=C(NCc1ccco1)C(=O)Nc1c2c(nn1-c1ccc(Cl)cc1)CSC2,i,0.032,52
COc1ccc(NC(=O)CCc2csc3nc(-c4ccc(Cl)cc4)cn23)c(OC)c1,i,0.19,80
Cc1ccc(Cl)cc1S(=O)(=O)NCC(O)Cc1ccccc1 (centres undefined),i,0.21,68
C=CCc1ccccc1OCC(O)CN(CCO)CCO (centres undefined),i,0.094,68
COC(=O)Cn1c(=O)c2c(nc3n2CC(C)CN3c2cc(C)cc(C)c2)n(C)c1=O (centres undefined),i,0.051,45
CC(NC(=O)CCc1csc(NC(=O)c2cccs2)n1)c1ccccc1 (centres undefined),i,0.15,59
O=C(Cc1csc(NC(=O)c2ccc[nH]c2=O)n1)NCc1ccccn1,i,0.052,31
COc1ccc(Cl)cc1S(=O)(=O)NCCn1nc(-c2ccccc2)ccc1=O,i,0.09,25
NC(=O)C1Cc2ccccc2N1C(=O)Cc1cccc2ccccc12 (centres undefined),i,0.09,53
Cc1ccc(NC(=O)C(=O)Nc2nc3ccccc3s2)cc1N1CCCCC1=O,i,0.11,56
Cc1ccc(Sc2ccc(N3CCC(C(=O)N4CCN(c5ccccc5)CC4)CC3)nn2)cc1,i,0.05,40
O=C(CN1CCC(c2nnc(C3CC3)o2)CC1)N1CCN(c2ccccc2)CC1,i,0.065,60
COc1cccc(-c2nnc3ccc(OCCNC(=O)c4c(F)cccc4Cl)nn23)c1,i,0.085,61
COc1ccc(CCC(=O)NCC2CC(=O)N(c3ccccc3)C2)cc1 (centres undefined),i,0.034,40
COc1ccc(OC)c(S(=O)(=O)Nc2ccc3c(c2)N(C(=O)C2CCCO2)CC3)c1 (centres undefined),i,0.046,56
COc1ccc(CC(=O)Nc2ccc3c4c(cccc24)CC3)cc1,i,0.079,65
COc1nn(C)cc1C(=O)NCC(=O)Nc1ccc(Br)c(C)c1,i,0.099,45
SMILES,GluA2 TARP mod,GluA2 TARP mod agonism max-min,GluA2 TARP mod glutamate slope
CCCOc1ccc(S(=O)(=O)NCC(c2cccn2C)N2CCOCC2)cc1C (centres undefined),i,0.082,55
O=C(Nc1ccccc1I)c1ccc(-c2ccc([N+](=O)[O-])cc2)o1,i,0.072,50
O=C(CSc1nc(=O)n(CC2CCCO2)c2c1CCC2)NCc1ccccc1 (centres undefined),i,0.081,48
COc1cc(COCC2CCN(C(=O)c3ccc(Br)o3)CC2)cc(OC)c1,i,0.062,67
COc1cccc2cc(S(=O)(=O)c3ccccc3F)c(=O)oc12,i,0.092,61
CCCOc1ccc(-n2nnc(C(=O)N3CCOCC3)c2C)cc1,i,0.095,60
O=C1CCc2cc(S(=O)(=O)NC3CCCCCC3)cc3c2N1CCC3,i,0.068,40
Cc1nc2ccc3nc(NC(=O)c4ccc(S(=O)(=O)N(C)C5CCCC5)cc4)sc3c2s1,i,0.095,56
COc1ccc(Cl)c2sc(N3CCN(C(=O)Nc4ccc5c(c4)OCO5)CC3)nc12,i,0.12,70
COCCNC(=O)C(=O)NCC(c1cccn1C)N1CCCCCC1 (centres undefined),i,0.056,53
OC(CNC1CCCC1)COc1ccccc1-c1ccccc1 (centres undefined),i,0.069,50
COc1ccccc1CNC(=O)c1sc(=S)n(Cc2ccco2)c1N,i,0.19,57
Cc1nnc(NC(=O)c2cc(=O)c(OCc3ccccc3)co2)s1,i,0.11,47
CCOC(=O)CSc1nc2c(c(C3CC=CCC3)c1C#N)CCC2 (centres undefined),i,0.094,65
O=S(=O)(NCC#CCN1CCc2ccccc2C1)c1ccc2ccccc2c1,i,0.095,57
O=C(c1ccc(S(=O)(=O)N2CCc3ccccc3C2)cc1)N1CCCCC1,i,0.052,71
CC(C)(C)OC(=O)N1CCN(CCNC(=O)NCc2ccccc2)CC1,i,0.068,58
Cn1cccc1C(O)CNC(=O)C(=O)NCc1cccs1 (centres undefined),i,0.11,67
CCCCCCCCn1c(C)c(C)n2c3c(=O)n(C)c(=O)n(C)c3nc12,i,0.14,50
Oc1ccc(CCNc2nnnc3c2cnn3-c2ccccc2)cc1,i,0.17,54
Cc1ccccc1N1CC(C)Cn2c1nc1c2c(=O)n(CC(=O)O)c(=O)n1C (centres undefined),i,0.11,69
COC(=O)c1ccsc1NC(=O)C1CCN(S(=O)(=O)c2ccc(OC)cc2)CC1,i,0.093,57
Cc1nc(-c2ccccc2)sc1C(=O)NCCOc1ccc(-c2cccs2)nn1,i,0.037,54
COc1ccc(C2(C(=O)Nc3ccc(C(=O)N4CCCC4)cc3)CCOCC2)cc1,i,0.046,29
COCCn1c(N2CCN(c3ccccc3)CC2)nc2c1c(=O)[nH]c(=O)n2C,i,0.12,58
SMILES,GluA2 TARP mod,GluA2 TARP mod agonism max-min,GluA2 TARP mod glutamate slope
Cc1ccc(S(=O)(=O)NCC2CCN(C(C)C)CC2)cc1C,i,0.11,58
CCCCC(=O)Nc1nnc(C2CCCO2)o1 (centres undefined),i,0.043,52
CCC(C(=O)N1CCC(c2nnc(C(C)C)o2)CC1)c1ccccc1 (centres undefined),i,0.091,47
COc1ccc(-n2ccnc(SCC(=O)Nc3ccccc3F)c2=O)cc1,i,0.1,54
CCNc1nn(CC(=O)Nc2ccc(F)c(Cl)c2)c(N)c1-c1nc(-c2ccccc2C)no1,i,0.094,56
O=C(c1ccco1)N1CCN(c2ccccc2F)CC1,i,0.073,28

# One compound at a time (already shown). Order of values: GluA2 TARP mod	GluA2 TARP mod agonism max-min	GluA2 TARP mod glutamate slope
# CCNc1nn(CC(=O)Nc2ccc(F)c(Cl)c2)c(N)c1-c1nc(-c2ccccc2C)no1 across the screens: i	0.094	56
# CCCCC(=O)Nc1nnc(C2CCCO2)o1 (centres undefined) across the screens: i	0.043	52

# Structures from the list above that have a thiophene ring, fused or not:
SMILES,GluA2 TARP mod,GluA2 TARP mod agonism max-min,GluA2 TARP mod glutamate slope
O=c1c2cc3c(cc2nc(SCc2nc(-c4cccs4)no2)n1Cc1ccco1)OCO3,i,0.092,45
CC1CN(C)CCN1CC1CCN(C(=O)c2ccsc2)CC1 (centres undefined),i,0.07,47
COc1ccc(C)cc1NC(=O)C(=O)NCC(c1cccs1)N(C)C (centres undefined),i,0.085,91
COCCNC(=O)C(=O)NCCN1CCC(c2cccs2)CC1,i,0.097,61
CC1(C)C(=O)NCCN1C(=O)Cc1cccs1,i,0.048,65
CCC(C)NC(=O)Cn1cnc2c(sc3nc(C)cc(C)c32)c1=O (centres undefined),+,0.24*,66*
Cc1cccc(C)c1NC(=O)CSc1ncnc2sc(C)c(C)c12,i,0.09,41
COc1ccccc1N1CCN(C(c2cccs2)C(C)NS(=O)(=O)c2ccc(F)cc2)CC1 (centres undefined),i,0.13,58
CC(NC(=O)CCc1csc(NC(=O)c2cccs2)n1)c1ccccc1 (centres undefined),i,0.15,59
Cn1cccc1C(O)CNC(=O)C(=O)NCc1cccs1 (centres undefined),i,0.11,67
COC(=O)c1ccsc1NC(=O)C1CCN(S(=O)(=O)c2ccc(OC)cc2)CC1,i,0.093,57
Cc1nc(-c2ccccc2)sc1C(=O)NCCOc1ccc(-c2cccs2)nn1,i,0.037,54
